VLA-4 allo ag: allosterically activates the human VLA-4 integrin | P13612 | activation, % at 10 µM (by protocol) | 24,000 tested, under 10 active | Jurkat cells, LDV-FITC binding, flow cytometry | AID 528;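 active = fluorescent ligand binding to cells raised by more than 40% of the manganese-induced maximum; inconclusive = compound's own fluorescence above 85% of the ligand control signal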;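 also: 0% = ligand binding without compound and 100% = manganese-stimulated maximal binding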
Target sequence (P13612 whole entry, looked up): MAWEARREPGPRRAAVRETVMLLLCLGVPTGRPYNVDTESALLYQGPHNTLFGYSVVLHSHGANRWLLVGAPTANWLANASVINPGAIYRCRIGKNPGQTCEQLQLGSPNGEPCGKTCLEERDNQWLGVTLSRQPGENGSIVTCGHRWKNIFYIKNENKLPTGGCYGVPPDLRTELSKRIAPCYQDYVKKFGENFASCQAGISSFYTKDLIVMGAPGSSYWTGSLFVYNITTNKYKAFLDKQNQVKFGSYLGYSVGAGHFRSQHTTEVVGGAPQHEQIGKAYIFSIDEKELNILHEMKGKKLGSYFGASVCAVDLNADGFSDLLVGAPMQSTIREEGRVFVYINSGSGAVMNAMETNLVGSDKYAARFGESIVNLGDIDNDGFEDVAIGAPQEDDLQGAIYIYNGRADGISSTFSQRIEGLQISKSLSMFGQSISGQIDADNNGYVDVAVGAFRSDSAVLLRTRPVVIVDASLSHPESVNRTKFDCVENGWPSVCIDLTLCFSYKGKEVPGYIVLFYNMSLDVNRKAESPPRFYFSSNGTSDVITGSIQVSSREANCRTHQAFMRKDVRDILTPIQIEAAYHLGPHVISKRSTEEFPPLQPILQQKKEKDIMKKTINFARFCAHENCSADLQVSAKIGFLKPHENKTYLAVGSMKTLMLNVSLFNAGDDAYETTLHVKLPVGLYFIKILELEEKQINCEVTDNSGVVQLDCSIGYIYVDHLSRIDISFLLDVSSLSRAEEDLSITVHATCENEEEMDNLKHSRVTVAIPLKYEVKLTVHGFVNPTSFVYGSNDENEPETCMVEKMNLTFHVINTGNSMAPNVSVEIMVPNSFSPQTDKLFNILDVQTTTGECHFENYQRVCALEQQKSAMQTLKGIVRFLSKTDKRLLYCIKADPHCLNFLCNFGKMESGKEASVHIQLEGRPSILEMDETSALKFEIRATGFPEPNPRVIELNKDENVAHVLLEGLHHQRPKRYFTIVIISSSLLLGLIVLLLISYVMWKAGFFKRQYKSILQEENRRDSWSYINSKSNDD
Autofluor Jurkat: counter-screen for VLA-4 integrin: compound autofluorescence in Jurkat cells. 24,000 compounds, 0.61% hits. AID 576. fluorescence ratio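 (tested at 10 µM compound in the well)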. flow cytometry; stronger effect = higher value; 1 = vehicle-only cell background;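 active = fluorescence ratio above 2.44, which is 1 plus 3 SD of all ratios; inconclusive = signal too bright to measure linearly, ratio around 10 or more; inactive = fluorescence ratio below 2.44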;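 also: green fluorescence of cells measured with 488 nm excitation and 530 nm emission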
Prostate diff: promotes differentiation of LNCaP prostate cells; flow cytometry side scatter, 4 d; side scatter shift, % at 10 µM; 24,000 compounds, 0.56% hits; AID 795;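 active = side scatter shift above 30%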;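 also: androgen-responsive LNCaP prostate cancer cells in charcoal-stripped serum medium; percent of cells past a gate set so DMSO wells show 10% shift; higher shift means more granular cells and more differentiation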
VLA-4 antagonist: blocks LDV-FITC ligand binding to Mn2+-activated human VLA-4 integrin; P13612; Jurkat cells, LDV-FITC binding with Mn2+, flow cytometry; 100% = Mn2+-driven binding gain fully reversed; inhibition, % at 10 µM (by protocol); 24,000 compounds, 0.2% hits; AID 529;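 active = inhibition above 50%; inconclusive = compound itself fluorescent, judged against control cell fluorescence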;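 also: 0% = Mn2+ stimulated cells lacking compound and 100% = ligand binding without Mn2+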
An asterisk follows results filed as active; ? = inconclusive; · = not tested or not shown. Not all compounds are listed; count on the stated rates, not on these rows.

Letter code: A = VLA-4 allo ag; B = Autofluor Jurkat; C = Prostate diff; D = VLA-4 antagonist
Cc1ccc(S(=O)(=O)NC(CC(=O)N2CCC3(CC2)OCCO3)c2ccco2)cc1 (configuration not stated)
  A: -2; B: 0.98; C: 14; D: 2

CC(C)c1ccc(O)c(CN2CCN(c3ccccc3)CC2)c1
  A: -6; B: 0.98; C: 15; D: 1

CCOC(=O)N(c1ccccc1)P1(=S)OCCO1
  A: 5; B: 0.95; C: 0; D: 4

CC(C)NS(=O)(=O)c1ccc(OCC(=O)N2CCN(C)CC2)cc1
  A: 4; B: 1; C: 1; D: -17

COCCOC(=O)C1=C(N)Oc2c(c(=O)oc3ccccc23)C1c1ccncc1 (configuration not stated)
  A: -8; B: 1.1; C: 9; D: 8

COc1ccc(OC)c([C@@H](O)[C@H](C)NC(C)(C)C)c1
  A: 1; B: 1; C: 1; D: -23

O=C1CC(N2CC=C(c3ccccc3)CC2)C(=O)N1c1ccc(F)cc1 (configuration not stated)
  A: ?; B: 1.4; C: 2; D: ?

O=C(NC(Cc1ccccc1)C(=O)N1CCC2(CC1)OCCO2)C1CCCCC1 (configuration not stated)
  A: 8; B: 0.98; C: 6; D: -10

Cn1c[n+](C)cc1C(O)c1ccccc1 (configuration not stated)
  A: -3; B: 1; C: 14; D: -23

CN1CCN(C(=O)OC2c3nccnc3C(=O)N2c2ccc(Cl)cn2)CC1 (configuration not stated)
  A: -5; B: 0.96; C: 1; D: -7

CCOc1ccc(-n2c(O)c(C=NCCN(CC)CC)c(=O)[nH]c2=O)cc1
  A: 6; B: 1.1; C: 16; D: -6

CC(=O)OC1C2CCCC1C(N1CCCC1)CC2 (configuration not stated)
  A: 1; B: 0.98; C: 10; D: -8

O=C(C1CCC(=O)N1Cc1ccc(F)cc1)N1CCC2(CC1)OCCO2 (configuration not stated)
  A: 0; B: 1; C: 2; D: -8

CC12CN3CC(C)(CN(C1)C31CCSCC1)C2=O
  A: 6; B: 0.88; C: 16; D: 11

Cn1c(=O)cc(OCC(=O)N2CCN(C3CCCCC3)CC2)c2ccccc21
  A: -2; B: 1; C: 2; D: 3

CN(C)[C@@H]1C(=O)C(C(N)=O)=C(O)[C@@]2(O)C(=O)C3=C(O)c4c(O)cccc4[C@@](C)(O)[C@H]3C[C@@H]12
  A: -14; B: 1.3; C: 4; D: -1

CC(C)(C)c1ccc(O)c(CN2CCN(c3ccccc3)CC2)c1
  A: -16; B: 1.1; C: 11; D: 17

CCCCOc1ccc(CN2CCN(CCO)CC2)cc1
  A: -2; B: 0.97; C: 7; D: -14

CCCCn1c(O)c(C(C)=NC(Cc2c[nH]c3ccccc23)C(=O)OC)c(=O)[nH]c1=O (configuration not stated)
  A: -1; B: 1.3; C: 17; D: 10

CCCNC(=O)c1c(N)n(Cc2ccc3c(c2)OCO3)c2nc3ccccc3nc12
  A: 6; B: 1.2; C: 10; D: -8

CC(C)C(=O)c1cn(Cc2ccccc2C#N)c2ccccc12
  A: -2; B: 1; C: 4; D: 0

C[N+]1(C)[C@@H]2CC(OC(=O)[C@H](CO)c3ccccc3)C[C@H]1[C@@H]1O[C@@H]12 (some centres not stated)
  A: 0; B: 1.1; C: 3; D: -8

CCC(=O)N1c2ccc(S(=O)(=O)CCC(=O)N3CCC4(CC3)OCCO4)cc2CC1C (configuration not stated)
  A: -1; B: 1.1; C: 9; D: 2

O=P(C(c1c[nH]c2ccccc12)N1CCOCC1)(N1CCOCC1)N1CCOCC1 (configuration not stated)
  A: 8; B: 0.98; C: 13; D: -29

CN(C)c1ccc(NC(=O)CN2C(=O)CN=C(c3ccccc3)c3ccccc32)cc1
  A: -3; B: 1.1; C: 11; D: 28

Cn1c2ccccc2c2c(C(=O)N3CCC4(CC3)OCCO4)cn(C3CCCCC3)c(=O)c21
  A: 0; B: 1.1; C: 6; D: -8

CCn1c(=O)cc(SCC(=O)N2CCC3(CC2)OCCO3)c2ccccc21
  A: 0; B: 1.1; C: 10; D: 0

CC(=NCCCN1CCOCC1)c1c(O)n(-c2ccccc2C)c(=O)[nH]c1=O
  A: 5; B: 1.1; C: 9; D: 1

COC(=NC1CCCC1)C(O)c1c[nH]c2ccccc12 (configuration not stated)
  A: 1; B: 1; C: 4; D: -8

CCN1CCC2(CCNC2)C1 (configuration not stated)
  A: -1; B: 1; C: 10; D: -5

O=C(Cn1c(=O)c(C(F)(F)F)nc2ccccc21)N1CCC2(CC1)OCCO2
  A: 2; B: 0.98; C: 8; D: 14

CCCC(C)(COC(N)=O)COC(=O)NC(C)C (configuration not stated)
  A: -2; B: 1; C: 5; D: -12

CN1CCC(N(C)c2ncnc3ccc(Br)cc23)CC1
  A: -3; B: 1.1; C: 8; D: ?

O=C(C(Cc1ccccc1)NS(=O)(=O)c1cccc2nsnc12)N1CCC2(CC1)OCCO2 (configuration not stated)
  A: 6; B: 0.89; C: 5; D: -15

Cc1ccc(C2N(c3cc(C)on3)C(=O)C3CCCN32)cc1 (configuration not stated)
  A: 4; B: 0.96; C: 14; D: 4

Cc1cccc(CS(=O)(=O)Cc2ccc(C(=O)N3CCC4(CC3)OCCO4)o2)c1
  A: 1; B: 0.99; C: 5; D: -18

O=c1[nH]c(=O)n(Cc2ccc(F)cc2)c(O)c1C=NCCCN1CCOCC1
  A: 10; B: 1.1; C: 9; D: -12

Cc1ccc(C2C(S(C)(=O)=O)=C(O)C(=O)N2c2ccccc2)cc1 (configuration not stated) (tested in a mixture with another compound)
  A: 1; B: 1; C: 1; D: -3

Cn1c(O)c(C=NCc2ccco2)c(=O)n(C)c1=O
  A: -2; B: 0.89; C: 4; D: 6

C=CCn1c(O)c(C=NCCN(C)C)c(=O)[nH]c1=O
  A: 6; B: 1.1; C: 12; D: -28

O=C(CNS(=O)(=O)c1ccc(Br)s1)N1CCC2(CC1)OCCO2
  A: 1; B: 0.98; C: 5; D: -23

COc1ccc(OC)c(C(O)C(C)N)c1 (configuration not stated)
  A: -1; B: 1; C: 3; D: -8

CN(C)[C@@H]1C(=O)C(C(N)=O)=C(O)[C@@]2(O)C(=O)C3=C(O)c4c(O)cccc4[C@@](C)(O)[C@H]3[C@H](O)[C@@H]12
  A: 4; B: 1.2; C: 3; D: -25

Cc1ccc(C2CC(=O)C(C=NCCN3CCN(C(=O)Cc4ccccc4)CC3)=C(O)C2)cc1 (configuration not stated)
  A: 0; B: 0.99; C: 21; D: -10

CC(C)C(=O)N1CCN(CCN=Cc2c(O)n(C)c(=O)n(C)c2=O)CC1
  A: 5; B: 1.1; C: 16; D: -28

COc1cc(OC)cc(-n2nc(C(=O)N3CCC4(CC3)OCCO4)c3ccccc3c2=O)c1
  A: 1; B: 0.97; C: 2; D: 8

O=C(CN1CCN(Cc2cccc(Cl)c2)C1=O)N1CCC2(CC1)OCCO2
  A: 2; B: 1.1; C: 8; D: -6

O=C(c1ccc(CS(=O)(=O)c2ccccc2)o1)N1CCC2(CC1)OCCO2
  A: -1; B: 1.1; C: 6; D: -7

C[C@H]1CCCC(=O)CCC/C=C/c2cc(O)cc(O)c2C(=O)O1
  A: -10; B: 1.1; C: 6; D: 8

CC(C)C[C@H](NC(=O)[C@@H]1CCCN1C(=O)[C@@H](N)Cc1ccc(O)cc1)C(=O)NCC(N)=O
  A: 6; B: 1; C: 2; D: -28

(cont.)
Letter code: A = VLA-4 allo ag; B = Autofluor Jurkat; C = Prostate diff; D = VLA-4 antagonist
CN1CCC(OC(=O)C2c3ccccc3Oc3ccccc32)CC1
  A: 5; B: 1.1; C: 12; D: -14

O=C(Cn1ncc2c3ccccc3n(Cc3ccccc3F)c2c1=O)N1CCC2(CC1)OCCO2
  A: 6; B: 1.1; C: 14; D: -4

O=C1CC[C@@]2(O)[C@H]3Cc4ccc(O)c5c4[C@@]2(CCN3CC2CC2)[C@H]1O5
  A: 2; B: 1.1; C: 4; D: -18

N=c1c2c(n(Cc3ccc(Cl)cc3Cl)c3c1CCC3)CCCC2
  A: -12; B: 1.1; C: 4; D: ?

O=C(CCCN1CCC2(CC1)C(=O)NCN2c1ccccc1)c1ccc(F)cc1
  A: 16; B: 1; C: 3; D: -22

O=C(Cn1ncc2ccccc21)N1CCC2(CC1)OCCO2
  A: -1; B: 1.1; C: 17; D: -18

CCOC(=O)c1c(C)n(Cc2ccccc2)c2ccc(OCC(O)Cn3nc(C)nc3C)cc12 (configuration not stated)
  A: -21; B: 1.1; C: 5; D: -1

Cc1cccc(C2=NCC(=O)N(CC(=O)NCc3ccco3)c3sc4c(c32)CCCC4)c1
  A: 0; B: 1.1; C: 5; D: -10

O=C1C2CCCN2C(c2cccs2)N1c1ccccn1 (configuration not stated)
  A: 2; B: 0.99; C: 12; D: 9

C#C[C@]1(O)CC[C@H]2[C@@H]3CCC4=CC(=O)CC[C@]4(C)[C@H]3CC[C@@]21C
  A: -2; B: 0.97; C: 10; D: -2

CC(C)CC(NC(=O)C1CCCCC1)C(=O)N1CCC2(CC1)OCCO2 (configuration not stated)
  A: -1; B: 1.1; C: 8; D: 3

O=C(CCS(=O)(=O)c1ccc(Br)cc1)N1CCC2(CC1)OCCO2
  A: 3; B: 1; C: 3; D: -7

CCCC(C)C1C(C#N)=C(N)Oc2c1c(=O)oc1ccccc21 (configuration not stated)
  A: -14; B: 1.2; C: 2; D: -5

COC1=CC(=O)OC(/C=C/c2ccccc2)C1 (configuration not stated)
  A: -1; B: 1; C: 5; D: -12

O=C(CN1CCN(Cc2ccc(Cl)cc2)C1=O)N1CCC2(CC1)OCCO2
  A: -6; B: 1.1; C: 4; D: -4

Cc1cccc(-n2c(O)c(C=NCCCN3CCOCC3)c(=O)[nH]c2=O)c1C
  A: 2; B: 1; C: 10; D: -19

COc1ccc(C(CC(=O)N2CCC3(CC2)OCCO3)NS(=O)(=O)c2ccc(C)cc2)cc1 (configuration not stated)
  A: 4; B: 0.99; C: 15; D: 5

Cn1c(C(=O)O)c(CC(=O)N2CCN(Cc3ccccc3)CC2)c2ccccc21
  A: -3; B: 1; C: 12; D: 7

Cc1ccc2c(c1)C1CN(C)CCC1N2C(=O)c1ccc(Br)o1 (configuration not stated)
  A: 0; B: 1.1; C: 5; D: -1

Cc1ccc(Cn2c(C)c3cnn(CC(=O)N4CCC5(CC4)OCCO5)c(=O)c3c2C)cc1
  A: -2; B: 1; C: 18; D: 2

C=CCOC(=O)C1=C(C)OC(N)=C(C(=O)OCC)C12C(=O)N(CC(N)=O)c1ccccc12 (configuration not stated)
  A: 2; B: 0.97; C: 1; D: -4

O=C(NCC(c1cccnc1)N1CCN(c2ccccc2F)CC1)Oc1ccccc1 (configuration not stated)
  A: ?; B: 1.2; C: 1; D: ?

Cc1sc2ncn(CC(=O)N3CCC4(CC3)OCCO4)c(=O)c2c1C
  A: -2; B: 1.2; C: 4; D: 5

CCc1ccc(OCCCN=C(C)c2c(O)n(C)c(=O)n(C)c2=O)cc1
  A: -8; B: 1.1; C: 3; D: -6

CCOc1cccc(C2NCc3ccccc3-n3cccc32)c1O (configuration not stated)
  A: 6; B: 0.99; C: 9; D: 7

O=c1[nH]c(=O)n(Cc2ccccc2)c(O)c1C=NCCCO
  A: 4; B: 1.5; C: 4; D: -12

Cc1ccc(C)c(C2(O)CC(C)N(C)CC2C)c1 (configuration not stated)
  A: -1; B: 1; C: 10; D: 0

COc1ccccc1-n1c(O)c(C=NCc2ccc3c(c2)OCO3)c(=O)[nH]c1=O
  A: 4; B: 1.2; C: 7; D: -6

O=C(CCc1nc(-c2ccccc2F)no1)N1CCC2(CC1)OCCO2
  A: 6; B: 1; C: 7; D: 4

Clc1ccc(COC(Cn2ccnc2)c2ccc(Cl)cc2Cl)cc1 (configuration not stated)
  A: 2; B: 1.1; C: ·; D: -10

O=C(NC1CC1)C1CSC(c2cccnc2)=N1 (configuration not stated)
  A: 9; B: 1; C: 20; D: -5

CC(=O)N1CCC2(CC1)CC(=O)c1cc(OCC(=O)N3CCN(C)CC3)ccc1O2
  A: 0; B: 1; C: 1; D: 0

O=C(C1CC(=O)N(C2CCCCC2)C1)N1CCC2(CC1)OCCO2 (configuration not stated)
  A: 24; B: 0.73; C: 10; D: -22

O=C(Cc1ccccc1)OCn1nnc2ccccc2c1=O
  A: 3; B: 0.92; C: 5; D: 2

O=C1C2CCCN2C(c2cccnc2)N1c1cccc(Cl)c1 (configuration not stated)
  A: 1; B: 0.98; C: 8; D: -18

COc1cccc(OC)c1C1=NCC(=O)Nc2c1oc1ccc(Br)cc21
  A: -10; B: 1.1; C: 11; D: 44

O=C(CCn1c(=O)oc2ccccc21)N1CCC2(CC1)OCCO2
  A: 7; B: 1; C: 6; D: -13

NCC1(CC(=O)O)CCCCC1
  A: 1; B: 0.95; C: 7; D: -6

Whole records, quoted from the list. Values in the order: VLA-4 allo ag, Autofluor Jurkat, Prostate diff, VLA-4 antagonist
COc1cccc(OC)c1C1=NCC(=O)Nc2c1oc1ccc(Br)cc21 reads -10, 1.1, 11, 44
CC(=O)N1CCC2(CC1)CC(=O)c1cc(OCC(=O)N3CCN(C)CC3)ccc1O2 reads 0, 1, 1, 0
NCC1(CC(=O)O)CCCCC1 reads 1, 0.95, 7, -6
